Epigenetic derep: Quantitative High-Throughput Screen for Regulators of Epigenetic Control; murine LDR cells, GFP reporter derepression, 30 h; Potency, µM (top dose mostly 53.9 µM), inactives show at the highest dose GFP activation, usual class: activators; 280,000 compounds, 0.2% hits; also: potency is read from the fitted curve at half-maximal effect; % of control where 0% means no effect; nearly all actives have a fitted effect of over 60% in size
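Murine LDR cells bearing a silenced CMV-driven GFP reporter were exposed to compound for 30 h at 37 C. After PBS washes, GFP-positive cells (20-120 um objects) counted by laser-scanning microplate cytometry.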
NPSR antagonist: qHTS Assay for Antagonists of the Neuropeptide S Receptor: cAMP Signal Transduction. Q6W5P4. CHO-NPSR cells, cAMP TR-FRET, antagonist mode. Potency, µM (highest dose often 38.3 µM), inactives show top-dose activity change, negative = inhibition, hits mostly inhibitors. 220,000 compounds, 1% hits. AID 1461, 2008; also: potency is read from the fitted curve at half-maximal effect; % is scaled to controls: 0 for no effect and ±100 for the full control effect; nearly all actives have a fitted effect of over 50% in size; many of its hits are not listed in these tables
Target sequence (Q6W5P4 whole entry, looked up): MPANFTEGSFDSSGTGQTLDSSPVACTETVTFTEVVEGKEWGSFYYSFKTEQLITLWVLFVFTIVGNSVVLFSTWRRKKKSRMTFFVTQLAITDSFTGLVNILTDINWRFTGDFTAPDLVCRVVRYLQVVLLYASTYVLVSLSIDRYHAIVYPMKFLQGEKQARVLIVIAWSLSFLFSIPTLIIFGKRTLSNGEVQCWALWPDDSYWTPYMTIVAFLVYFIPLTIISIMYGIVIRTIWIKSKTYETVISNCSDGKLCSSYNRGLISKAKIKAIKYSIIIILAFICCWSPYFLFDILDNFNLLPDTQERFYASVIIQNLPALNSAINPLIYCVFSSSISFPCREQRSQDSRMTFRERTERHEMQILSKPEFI
Lamin A splicing: qHTS Assay for Modulators of Lamin A Splicing | HeLa LMNA splicing GFP/RFP minigene ratio, 48 h | Potency, µM (titrated, usually from 46.1 µM), for inactives: top-dose ratio change, negative = inhibition, usual class: inhibitors | 200,000 compounds, 0.01% hits | AID 1487, 2009; active = well fitted inhibition curve with a large enough effect in the signal ratio, with a control signal flat, not every such curve was filed as active; inconclusive = small, poorly fitted or top-dose-only effect, or effect the other way, or a change in a side signal; the % refers to the signal ratio; also: potency is read from the fitted curve at half-maximal effect; % is scaled to controls: 0 for no effect and ±100 for the full control effect
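Read-out is the ratio of GFP to DsRed2 object intensity, acquired by 488 nm laser-scanning cytometry on HeLa lamin A-EGFP minigene reporter cells. Compound incubation 48 hrs at 37 °C in Opti-MEM with 2% FBS; DMSO 0.5% final.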
CBFb-RUNX1 inh: qHTS Assay for Compounds Blocking the Interaction Between CBF-beta and RUNX1 for the Treatment of Acute Myeloid Leukemia; Runt-related transcription factor 1 (Homo sapiens) + Core-binding factor subunit beta …; AlphaScreen CBFb-His/RUNX1-biotin binding, biochemical; Potency, µM (doses to about 59.8 µM), inactives show top-dose activity, negative = inhibition, actives largely listed as inhibitors; 230,000 tested, under 10 active; also: % of control where 0% means no effect
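Room-temperature protein-protein interaction test with 30 nM each of His-tagged CBF-beta and biotinylated RUNX1, 15 min with compound, then 90 min with nickel plus streptavidin beads. Signal read in AlphaScreen mode.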
GLA spleen mod: qHTS Assay for Inhibitors and Activators of Human alpha-Galactosidase From Spleen Homogenate | human spleen homogenate, 4MU-alpha-Gal fluorescence, 40 min | Potency, µM (series often up to 80 µM), for the others: at the top dose activity change, negative = inhibition, hits mostly inhibitors | Alpha-galactosidase A (Homo sapiens), P06280 | 240,000 compounds, 0.008% hits;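 also: potency is read from the fitted curve at half-maximal effect; 0% = enzyme with vehicle and -100% = no enzyme basal signal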
Target sequence (P06280 32-429 limits assumed): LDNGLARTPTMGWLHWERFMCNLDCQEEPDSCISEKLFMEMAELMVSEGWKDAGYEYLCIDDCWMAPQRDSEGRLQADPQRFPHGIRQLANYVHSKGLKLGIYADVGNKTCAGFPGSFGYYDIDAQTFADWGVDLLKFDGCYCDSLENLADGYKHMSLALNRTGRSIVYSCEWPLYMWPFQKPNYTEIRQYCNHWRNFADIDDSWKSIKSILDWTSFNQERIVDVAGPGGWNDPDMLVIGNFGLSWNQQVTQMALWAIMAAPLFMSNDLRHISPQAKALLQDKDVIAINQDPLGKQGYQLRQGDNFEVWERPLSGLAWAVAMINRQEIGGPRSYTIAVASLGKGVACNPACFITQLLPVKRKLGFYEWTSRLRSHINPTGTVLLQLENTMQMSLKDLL
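Human spleen homogenate (1 ug) as enzyme source, 4-methylumbelliferyl-alpha-D-galactopyranoside 1 mM final, citrate/phosphate pH 5.0 with 0.01% Tween-20. Compounds 40 min at 37C, NaOH/glycine stop; fluorescence Ex 365/Em 440, Hill-fit AC50.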
IMPase Li inh: qHTS Assay for Identifying the Cell-Membrane Permeable IMPase Inhibitors: Potentiation with Lithium; CHO-M1 cells, IP1 TR-FRET (IP-One), carbachol + lithium; Potency, µM (highest dose often 59.4 µM), without a hit: top-dose activity, negative = IMPase inhibition, actives largely listed as inhibitors; 210,000 compounds, 0.35% hits; AID 1457, 2008;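 also: IP1 builds up when IMPase is blocked and the TR-FRET signal falls; potency is read from the fitted curve at half-maximal effect; plate controls were basal vehicle for no effect and high inhibitor control for full effect; nearly all actives have a fitted effect of over 50% in size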
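Concentration–response in CHO-M1 cells, lithium-potentiated; 30 min at 37C. IP1 detected by competitive TR-FRET after 10 min lysis at RT. Hill-fitted AC50.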
Luc counter: Counterscreen for Luciferase (Kinase-Glo TM) Inhibition; Luciferin 4-monooxygenase (Photuris pensylvanica), Q27757; Kinase-Glo luciferase, ATP luminescence, 8 min; Potency, µM (series often up to 38.3 µM), without a hit: at the top dose activity change, negative = inhibition, usual class: inhibitors; 200,000 compounds, 0.28% hits; AID 1379, 2008; also: potency is read from the fitted curve at half-maximal effect; % is scaled to controls: 0 for no effect and ±100 for the full control effect; nearly all actives have a fitted effect of over 60% in size
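Inhibition of Kinase-Glo luciferase light generation was assessed at 10 uM ATP in pH 7.2 imidazole buffer, with luminescence measured after eight minutes at ambient temperature.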
* marks the source's active call; other numbers are inactive results; ? = inconclusive; nt = no result given; [ ] = dose if it differs, or a comment. Unless noted, calls follow the shape of the dose curve; as a rule, active = well fitted curve in the direction sought with a large enough effect; inconclusive = small, poorly fitted or top-dose-only effect, or another doubt; inactive = no such curve, though single readings can be large; an effect the other way counts as inactive or inconclusive. Not all compounds are listed; rates above refer to the full screens.

SMILES	Epigenetic derep	NPSR antagonist	Lamin A splicing	CBFb-RUNX1 inh	GLA spleen mod	IMPase Li inh	Luc counter
Cc1ccc(-n2nnc3c(=O)n(CC(=O)c4ccccc4)cnc32)cc1	-0.1%	3%[46.1 µM]	-11%	12%	3%	21%[38.3 µM]	-2%
O=C(c1ccc(S(=O)(=O)N2CCCCC2)cc1)N1CCN(c2ccccc2F)CC1	1.1%	-11%	-14%	4%	-18%	19%	-4%
Cc1onc(-c2ccccc2)c1C(=O)n1cc(Br)cn1	-5.5%	-12%[46.1 µM]	-5%	3%	-2%	4%	-4%
CC1CCN(S(=O)(=O)c2cccc(C(=O)N(Cc3ccccc3)c3ccccn3)c2)CC1	-5.7%	?	nt	10%	-5%	17%	1%
O=C(OCc1nnc(-c2ccccc2)o1)c1cn(-c2ccccc2)nc1-c1ccccc1	-0.9%	?	?	16%	1%	-4%[38.3 µM]	-5%
COc1ccc(S(=O)(=O)N2CCCC2C(=O)Nc2ccc(C)cc2)cc1 (stereo not given)	-13%	-15%[46.1 µM]	-12%	5%	-1%	5%[38.3 µM]	-3%
CC(=O)c1c(C)[nH]c(C(=O)NC2=NCCS2)c1C	-6.3%	11%[46.1 µM]	-12%	0%	16%	17%[38.3 µM]	-4%
Nc1ccc(C2(c3ccc(N)cc3)C(=O)Nc3ccccc32)cc1	0.0%	-8%[46.1 µM]	8%	-6%	1%	3%[38.3 µM]	-3%
CC1(C)CN=C(N2CCN(c3ncnc4sc5c(c34)CCCC5)CC2)S1	-0.8%	-10%[46.1 µM]	16%	3%	-3%	7%[38.3 µM]	2%
CCC(C(=O)Nc1sc(C(N)=O)c(C)c1C(=O)OC)c1ccccc1 (stereo not given)	-2.5%	-53%	nt	-1%	-4%	0%	2%
CC(=O)c1cc(-c2ccc(F)cc2)n(CC(=O)NCc2cccs2)c1C	0.0%	1%[46.1 µM]	-8%	-3%	12%	-27%[38.3 µM]	1%
N#CCC(=O)c1sccc1-n1cccc1	-1.3%	-1%	?	-22%	5%	-9%	3%
C#CC1(NC(=O)NC(C)(C)C)CCCCC1	1.1%	-3%	nt	9%	10%	1%	nt
CN1Cc2c(N3CCOCC3)nc3sc(C(=O)c4ccc(Br)cc4)c(N)c3c2CC1(C)C	-6.2%	13µM*	nt	-24%	1%	nt	nt
COC(=O)C(C)Sc1nc2c(c(=O)n(C)c(=O)n2C)n1CCC(C)C (stereo not given)	0.3%	-13%	-2%	10%	4%	2%	0%
O=C(CN1c2ccccc2Sc2ccccc21)NNC(=O)Nc1cccc(Cl)c1	0.0%	-54%	nt	-2%	-7%	nt	nt
COC(=O)COc1ccc(S(=O)(=O)N2CCCCCC2)cc1	-6.1%	1%	nt	1%	-3%	-2%	0%
CCC(=O)Nc1ccc(C(=O)OCc2ccc(Cl)c(Cl)c2)cc1	0.0%	-5%	-3%	4%	11%	4%	1%
Cc1cn(C(=O)c2ccccc2)c(=S)n1-c1ccc(Br)cc1	-2.0%	?	-2%	13%	-1%	4%	1%
COc1ccc2nc(SCC(=O)N3CC(=O)Nc4ccccc43)c(C#N)cc2c1	?	-28%[46.1 µM]	?	-18%	0%	31%[activator][38.3 µM]	3%
Cc1cccc2c1OCC/C2=N\NC(=O)COc1ccccc1	3.4%	-15%[46.1 µM]	0%	7%	6%	-1%[38.3 µM]	-6%
Cc1ccc2nc(NC(=O)C3CCCN(S(=O)(=O)c4cnc[nH]4)C3)sc2c1 (stereo not given)	-1.0%	18%	?	-5%	-7%	4%	1%
COc1cccc(NC(=O)CSc2nnc3cc(C)nc(N)n23)c1	0.0%	-17%	?	0%	4%	6%	-4%
Oc1nc(Nc2cccc(Cl)c2)sc1/C=C1\C=Nc2ccccc21	0.0%	-24%[46.1 µM]	?	-12%	-2%	nt	nt
S=C(NCCc1ccccc1)Nc1ccccc1N1CCOCC1	1.2%	-31%	nt	1%	15%	13%	1%
Next section.
SMILES	Epigenetic derep	NPSR antagonist	Lamin A splicing	CBFb-RUNX1 inh	GLA spleen mod	IMPase Li inh	Luc counter
CC(=O)Cn1c2ccccc2n2nc(CCC(=O)O)c(=O)nc12	1.1%	10%	7%[46 µM]	5%	3%	1%	-2%
O=C(CCc1ccc(S(=O)(=O)NCCc2ccccc2)cc1)Nc1ccc2c(c1)OCCO2	-1.0%	-7%	?	2%	4%	3%	1%
COCCN(C(=O)CSc1ncc(C(F)(F)F)cc1Cl)c1c(N)n(Cc2ccccc2)c(=O)[nH]c1=O	1.2%	-1%	?	15%	-4%	7%	3%
COc1ccccc1CNC(=O)Cc1ccc(Br)cc1	-4.1%	40%	-14%	0%	1%	17%	0%
CC(C)N1CCN(Cc2ccc(Sc3nncn3C)o2)CC1CCO (stereo not given)	-2.8%	10%	nt	10%	4%	nt	nt
COc1ccccc1N1CCN(c2cc(=O)n(Cc3ccc(F)cc3)c(=O)[nH]2)CC1	15%	9%[46.1 µM]	-18%	1%	1%	9%	1%
COc1ccc(Cc2noc(CN3CCN(Cc4csc(C)n4)CC3)n2)cc1OC	2.5%	-13%	nt	0%	-3%	nt	nt
CCOc1ccc(CCNC(=O)CCc2nc(-c3ccc(OC)cc3)no2)cc1OCC	1.5%	-3%[46.1 µM]	1%	3%	-4%	3%[38.3 µM]	-2%
O=C(NCC1COc2ccccc2O1)c1cc2ccccc2o1 (stereo not given)	2.4%	-2%[46.1 µM]	-5%	-4%	3%	1%	-1%
COc1cccc(NC(=O)CSc2nc3n[nH]c(C)c3c(=N)n2-c2cccc(OC)c2)c1	3.4%	?	-22%	-12%	1%	9%[38.3 µM]	-4%
Cc1nc(-c2ccc(NS(=O)(=O)c3ccccc3)cc2)cs1	-2.8%	-23%	nt	-3%	2%	5%	0%
CN(C)N1C(=O)CC(NNC(=O)c2ccncc2)C1=O (stereo not given)	2.3%	10%	3%	3%	-20%	10%	-5%
C[C@@H]1NC(=O)C/C=C\[C@@H](C)[C@@H]2C=C[C@H](O)[C@@H](COC(=O)[C@H](C)NC(=O)C/C=C\[C@@H](C)[C@@H]3C=C[C@H](O)[C@@H](COC1=O)O3)O2	0.8%[10.1 µM]	nt	nt	5%[13.1 µM]	8%[17.5 µM]	nt	nt
Cc1nnsc1C(=O)NNS(=O)(=O)c1cc(C(F)(F)F)cc(C(F)(F)F)c1	0.0%	-1%	7%[46 µM]	3%	6%	nt	nt
Cc1cc(NC(=O)c2cc(C)on2)no1	0.0%	10%[46.1 µM]	-9%	11%	6%	?	0%
CN1CCN(c2ccc(Cl)cc2NC(=O)C2COc3ccccc3O2)CC1 (stereo not given)	-1.9%	26%[46.1 µM]	?	-3%	2%	29%[38.3 µM]	1%
O=C(NC(c1ccccc1)c1ccccc1)C1CCCN(S(=O)(=O)c2cnc[nH]2)C1 (stereo not given)	-1.2%	-11%[46.1 µM]	4%	-1%	1%	-3%[38.3 µM]	-2%
COc1ccc2c(c1OC)C(=O)OC2n1c(O)c(N=NC(C)=O)c2ccccc21 (stereo not given)	-0.3%	15%[7.67 µM]	nt	0%	8%	nt	nt
COc1cccc(N(CC(=O)N2CCN(C)CC2)S(=O)(=O)c2ccc(C)cc2)c1	-1.1%	-6%[46.1 µM]	5%	3%	9%	17%[38.3 µM]	-3%
Cc1ccc2nc(N/N=C/c3ccccc3F)nc(-c3ccccc3)c2c1	0.0%	-17%	?	22%	9%	16%	2%
Cc1c(N(C)C(=O)C23CC4CC(CC(C4)C2)C3)c(=O)n(-c2ccccc2)n1C	0.0%	-7%[46.1 µM]	4%[0.0737 µM]	-4%	3%	2%[38.3 µM]	-1%
NC(=O)c1ccc(C23CC4CC(CC(C4)C2)C3)o1	-0.9%	5%	?	2%	6%	-11%	-1%
Cc1nc2nc3c(c(=O)n2[nH]1)CCC3	-1.1%	-8%[46.1 µM]	-1%	-2%	4%	25%[38.3 µM]	0%
COC(=O)Cc1[nH]nc2c1C(c1c[nH]c3ccccc13)C(C#N)=C(N)O2 (stereo not given)	0.0%	5%[7.67 µM]	-2%	-3%	2%	10%[38.3 µM]	0%
Cc1ccc(C(c2nnnn2Cc2cccs2)N2CCN(C(=O)c3ccco3)CC2)cc1 (stereo not given)	0.0%	-23%[46.1 µM]	-8%	7%	9%	4%	1%
More entries
SMILES	Epigenetic derep	NPSR antagonist	Lamin A splicing	CBFb-RUNX1 inh	GLA spleen mod	IMPase Li inh	Luc counter
CCCNS(=O)(=O)c1ccc(CCC(=O)N2CCOCC2)cc1	0.3%	18%[46.1 µM]	5%	1%	4%	-5%[38.3 µM]	-3%
O=C(Nn1c(-c2ccccc2)nc2ccccc2c1=O)c1cccs1	-1.8%	6%	-14%	-5%	10%	-10%	5%
Cc1occc1-c1nnc(SCCCC(=O)c2ccc(F)cc2)n1C	4.6%	-11%[46.1 µM]	?	-2%	5%	5%[38.3 µM]	-1%
O=C(CC1Nc2ccccc2NC1=O)Nc1cc(Cl)cc(Cl)c1 (stereo not given)	0.0%	-4%[46.1 µM]	8%	-2%	1%	30%[38.3 µM]	17%
O=C(Nc1ccc(Cc2ccc(NC(=O)C3CC3)c(O)c2)cc1O)C1CC1	-1.1%	-22%[46.1 µM]	-29%	-3%	-1%	26%[38.3 µM]	0%
CN1CCN(Cc2nc3c([nH]2)c(=O)[nH]c(=O)n3C)CC1	-8.1%	3%[46.1 µM]	4%	-1%	5%	nt	nt

An excerpt of these results, with each value named.
CCCNS(=O)(=O)c1ccc(CCC(=O)N2CCOCC2)cc1
- Epigenetic derep: 0.3%
- NPSR antagonist: 18%[46.1 µM]
- Lamin A splicing: 5%
- CBFb-RUNX1 inh: 1%
- GLA spleen mod: 4%
- IMPase Li inh: -5%[38.3 µM]
- Luc counter: -3%
O=C(Nn1c(-c2ccccc2)nc2ccccc2c1=O)c1cccs1
- Epigenetic derep: -1.8%
- NPSR antagonist: 6%
- Lamin A splicing: -14%
- CBFb-RUNX1 inh: -5%
- GLA spleen mod: 10%
- IMPase Li inh: -10%
- Luc counter: 5%
